Screens as filed in PubChem BioAssay.
14-3-3 PPI = modulators of human 14-3-3 gamma - Raf peptide interaction; inhibition, % at 40 µM; P61981; FP, 14-3-3gamma / TMR-pS259-Raf peptide binding; 0.19% of 160,000 active; in the data active = inhibition above about 30%;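 also: 0% = protein plus tracer without compound and 100% = blank with tracer alone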
Target sequence (P61981 whole entry, looked up): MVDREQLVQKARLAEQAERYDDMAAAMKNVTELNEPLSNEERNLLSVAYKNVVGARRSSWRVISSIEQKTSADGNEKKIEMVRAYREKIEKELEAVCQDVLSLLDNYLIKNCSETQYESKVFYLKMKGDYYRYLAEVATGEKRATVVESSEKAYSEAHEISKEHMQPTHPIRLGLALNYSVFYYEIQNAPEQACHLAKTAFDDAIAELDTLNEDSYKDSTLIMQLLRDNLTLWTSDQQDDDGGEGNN
The depositor's hits bear a star; & = joins results of further samples.

14-3-3 PPI	structure
-3	Cc1ccc(-c2nnc(-n3nnc4ccccc43)c3ccccc23)cc1C
-228	Cc1cccc(NS(=O)(=O)c2ccc3c(c2)C2C=CCC2C(c2ccc(F)cc2)N3)c1 (stereo not given)
-2	Nc1nc2n(n1)C(c1cccs1)CC(c1ccc(Cl)cc1)N2 (stereo not given)
9	COc1ccc(C(=O)Nc2ccc(NC(=O)c3cccs3)cc2)cc1
9	COc1cccc(CNc2ccc(Br)cn2)c1O
-5	Cc1cccc(NC(=O)CS(=O)(=O)c2cn(Cc3ccccc3Cl)c3ccccc23)c1
-2&3	O=C(CSc1nc2ccccc2s1)N1CCOCC1
-2	CCOc1ccc(-n2c(C)nc3c(cnn3-c3ccc(Cl)cc3)c2=O)cc1
-2	COCCNC(=O)c1c[nH]c2ccc(S(=O)(=O)N3CCC4(CC3)OCCO4)cc2c1=O
-4	CCOC(=O)c1nc(N)c(=O)n(-c2ccccc2)n1
0	Cc1ccccc1NC(=O)CC1Sc2ccccc2NC1=O (stereo not given)
12	COc1ccc(-c2cn(-c3ccc(OC)cc3)c(SCC(=O)Nc3nccs3)n2)cc1
-1	c1cn2c(NC3CCCC3)c(-c3ccsc3)nc2cn1
2	CCOc1cc(C2NC(=O)NC(C)=C2C(=O)OC(C)C)ccc1OCc1ccccc1 (stereo not given)
8	CC(=O)N1N=C(c2ccc(C)c([N+](=O)[O-])c2)OC1(C)C
5	O=C1CC(c2ccc(F)cc2)Sc2nc(C34CC5CC(CC(C5)C3)C4)nn21 (stereo not given)
-9	C=CCOC(=O)C1=C(C)NC(=O)NC1c1cn(-c2ccccc2)nc1-c1ccc(C)cc1 (stereo not given)
-3	O=C(NC1CCCC1)C(c1ccco1)N(Cc1ccccc1)C(=O)c1csnn1 (stereo not given)
6	O=C(CN1C(=O)C2C3C=CC(CC3)C2C1=O)N1CCN(c2ccccn2)CC1 (stereo not given)
3	CC1=C(C(=O)Nc2cccc(C)n2)C(c2ccccc2Cl)C2=C(CC(C)(C)CC2=O)N1 (stereo not given)

Reprinted at random: three records from the list.
14-3-3 PPI	structure
-228	Cc1cccc(NS(=O)(=O)c2ccc3c(c2)C2C=CCC2C(c2ccc(F)cc2)N3)c1 (stereo not given)
-2&3	O=C(CSc1nc2ccccc2s1)N1CCOCC1
12	COc1ccc(-c2cn(-c3ccc(OC)cc3)c(SCC(=O)Nc3nccs3)n2)cc1

Additional structures
14-3-3 PPI	structure
-5	CCOc1ccccc1C1CC(c2cccs2)Nc2ncnn21 (stereo not given)
-41	Fc1ccc(C2Nc3cccc4cccc(c34)N2)cc1
-5	Oc1ccc(CN2CCCc3ccccc32)c2cccnc12
0	CS(=O)(=O)N1CCCC(C(=O)NCCCN2CCC(Cc3ccccc3)CC2)C1 (stereo not given)
-4	CCOc1ccc(Nc2c3c(nc4ncnn24)CC(C)CC3)cc1 (stereo not given)
-16	COc1ccc(NC(=O)CCS(=O)(=O)c2nc(-c3ccc4c(c3)OCO4)cc(C(F)(F)F)n2)c(OC)c1
0	CCCCNC(=O)NS(=O)(=O)c1c(Cl)nc(C)c(Cl)c1C
2	COc1ccc2c(c1)c(C(=O)CNc1nc(C)c(C)s1)c(C)n2C
-22	CCCCCNC(=O)c1ccc2c(c1)nc(C)n2-c1ccc(Br)cc1
-10	Cn1c(-c2cc3ccc(O)c(CN4CCCCCC4)c3oc2=O)nc2ccccc21
0	Cc1nn(C(C)(C)C)c(OC(=O)c2cccc([N+](=O)[O-])c2)c1Sc1ccccc1
-9	COc1ccc(Cn2c(=S)[nH]c3cc(C(=O)NCCc4ccccc4)ccc3c2=O)cc1
2	COc1ccc(-c2c(C(F)(F)F)oc3cc(OCc4ccccc4)ccc3c2=O)cc1OC
-1	C[C@H](NC(=O)/C(C#N)=C/c1ccc(O)c(O)c1)c1ccccc1
-2	CC1CN(c2ccc([N+](=O)[O-])cc2)CCN1S(C)(=O)=O (stereo not given)
-3	CSc1nnc(NC(=O)C2CCCCC2)s1
-6	Cn1nc(CC(=O)Nc2ccc3c(c2)CCC3)c2ccccc2c1=O
5	CCC(NC(=O)c1ccccc1O)c1ccccc1 (stereo not given)
0	CCC(=O)Nc1cccc(NC(=O)CSc2nnnn2C)c1
3	Cn1c(=O)n(C)c2cc(NC(=O)CSc3nnc(-c4ccccc4O)n3-c3ccccc3)ccc21

The list continues.
14-3-3 PPI	structure
-1	Cc1ccc(C(=O)COC(=O)C(C(C)C)N2C(=O)C3C4C=CC(C4)C3C2=O)cc1 (stereo not given)
-11	O=C(C1CCN(S(=O)(=O)c2ccc(Br)s2)CC1)N1CCN(C(c2ccccc2)c2ccc(Cl)cc2)CC1 (stereo not given)
1	Cc1ccc(Cl)cc1N1CCN(S(=O)(=O)c2c(C)[nH]c(=O)[nH]c2=O)CC1
3	COc1ccc(Br)cc1C(=O)Nc1ccc(F)cc1
-12	CCOC(=O)c1c(NC(=O)CCC(=O)O)sc2c1CCC(C)C2 (stereo not given)
-2	c1ccc(-c2noc(CSc3nc4ccccc4[nH]3)n2)cc1
-3	CCC(=O)Nc1c2c(nn1-c1ccccc1C)CS(=O)(=O)C2
3	N#C/C(=C(\O)c1ccco1)c1ccccn1
6	O=S1CCCSC1c1cccnc1 (stereo not given)
-2	COc1cc(C2N(c3cccc(Cl)c3)C(=O)C3CCCN32)cc(OC)c1OC (stereo not given)
-6	COc1ccc(-c2cc3ccccc3n2CC(O)CNC(CO)(CO)CO)cc1 (stereo not given)
-5	Cc1ccc(-n2c(SCC3CCCCO3)nnc2-c2ccco2)cc1 (stereo not given)
-2	O=C(CCCN1CCC(O)(c2cccc(C(F)(F)F)c2)CC1)c1ccc(F)cc1
2	CS(=O)(=O)N1CCC(C(=O)Nc2c(F)cccc2F)CC1
-4	COc1ccc(OC)c(CNC(=O)C2CCCN(c3nc4ccccc4o3)C2)c1 (stereo not given)
6	Cc1ccc(NC(=O)CN(C)C(=O)CN2C(=O)NC(C)(c3ccccc3)C2=O)cc1 (stereo not given)
7	CCOC(=O)CCNC(=O)c1ccccc1Br
-12	Cc1c(Cl)c([N+](=O)[O-])nn1CCCC(=O)N(Cc1ccccc1)c1ccccc1
-2	COC(=O)Cc1c(C)nc2nc(-c3ccccc3)[nH]n2c1=O
-3	Cc1ccc(Cn2nc(C)c(NC(=O)C3c4ccccc4Oc4ccccc43)c2C)cc1

(cont.)
14-3-3 PPI	structure
-5	COc1ccccc1CC(=O)Nc1ccc(-c2noc(COc3ccc(Br)cc3)n2)cc1
-3	O=C(NCCCN1CCOCC1)c1cc2n(n1)C(C(F)(F)F)CC(c1ccc(Cl)cc1)N2 (stereo not given)
-13	CC1CC(C)CN(C(=O)CCn2nc(-c3ccc(Cl)cc3)ccc2=O)C1 (stereo not given)
-6	O=C(COC(=O)c1ccccc1O)Nc1ccc(OC(F)F)cc1
7	O=C1CSc2ccc(S(=O)(=O)N3CCOCC3)cc2N1
4	CCOC(=O)c1c(NC(=O)CSc2nc3ccccc3s2)sc(C)c1C
4	CCc1ccc(N2C(=O)Nc3ccc(Br)cc3C2(O)C(=O)NC(C)CC)cc1 (stereo not given)
1	O=C(Cn1c(=O)[nH]n(-c2ccccc2)c1=O)N1CCCc2ccccc21
-9	O=S(=O)(Nc1cccc(C(F)(F)F)c1)c1ccc(NS(=O)(=O)c2ccc3c(c2)OCCO3)cc1
-6	Cc1ccc(C(=O)NCCNc2ccc([N+](=O)[O-])cc2)cc1
-7	CCOC(=O)N1CCN(C(=O)CSc2nnc(-c3cccc(Cl)c3)o2)CC1
8	CC(=O)N1c2ccccc2NC2=C(C(=O)CC(c3cccs3)C2)C1c1ccc(F)cc1 (stereo not given)
-9	O=C(Nc1ccc2c(c1)oc1ccccc12)c1ccc([N+](=O)[O-])cc1
-4	O=C1CC(c2cccc(O)c2)Nc2ccc3ccccc3c21 (stereo not given)
-4	Cc1cccc2cc3c(NC(=O)C(C)C)nn(C)c3nc12
-1	CCOC(=O)c1sc2ncn(CC(=O)Nc3ccc(OCC)cc3)c(=O)c2c1C
-2	Cc1ccc(C2Nc3cc(C)c(C)cc3NC3=C2C(=O)CC(C)(C)C3)o1 (stereo not given)
1	Cc1[nH]n2c(=O)cc(C(C)(C)C)nc2c1-c1ccccc1
-9	CC1=C(C(=O)OC(C)C)C(c2cccc([N+](=O)[O-])c2)C2=C(CC(c3ccc(Cl)cc3)CC2=O)N1 (stereo not given)
0	COc1cc(CN2CCN(S(=O)(=O)c3ccc(NC(C)=O)cc3)CC2)cc(OC)c1O

Next compounds follow.
14-3-3 PPI	structure
8	Cc1nn2c3ccccc3nc2n(Cc2ccccc2)c1=O
7	CCC(C)(C)NC(=O)C(c1cccn1C)N(C(=O)Cn1nnc2ccccc21)c1ccc(OC)cc1 (stereo not given)
-30	Cc1cc(F)ccc1NCc1ccncc1
0	COCCCNC(=O)Cn1c(=O)n(-c2ccc(Cl)cc2)c(=O)c2c3c(sc21)CCCC3
-63	COC(=O)c1c(NC(=O)C(C)Oc2ccc(F)cc2)sc2c1CCN(Cc1ccccc1)C2 (stereo not given)
16	CCOC(=O)c1c(C)n(-c2ccccc2)c2c1cc(OC(C)=O)c1ccccc12
-4	O=C1C(=O)N(Cc2cc(C(F)(F)F)cc(C(F)(F)F)c2)c2ccccc21
2	COc1cc(OC)c(NC(=O)Nc2ccc(OC)c(OC)c2)cc1Cl
-3	COc1ccc(-c2noc(COc3ccc4ccccc4c3Br)n2)cc1OC
-2	COc1ccc(NC(=O)CSc2nnc(Cn3c(=O)sc4ccccc43)n2C)c(OC)c1
-17	Cc1nc2ccccn2c1C(=O)NC1CCCCC1
-18	O=C(Nc1cc(NC(=O)C2CCCCC2)cc(-c2nc3ccccc3[nH]2)c1)C1CCCCC1
-4	O=C(CCCc1ccccc1)N1N=C(C2CCCCC2)CC1(O)C(F)(F)F (stereo not given)
-2	CC1=CC(C)(C)SC(N)=N1
-1	Cc1ccc(NC(=O)C2CCCN2C(=O)Oc2ccccc2)cc1 (stereo not given)
-7	CC(C)(C)n1cnc2cc(NCc3ccc(Br)cc3)ccc21
-5	O=C(CSc1ncnc2sc(-c3ccccc3)cc12)c1ccc2c(c1)OCCO2
-4	CCN(CC)S(=O)(=O)c1ccc(C(=O)Nc2nc(-c3ccc(C)cc3C)cs2)cc1
-4	Cc1ccccc1-n1c(=O)c2ccccc2n(Cc2ccccc2C#N)c1=O
-6	CCCCS(=N)(=O)CC[C@H](N)C(=O)O (stereo not given in full)

The list goes on.
14-3-3 PPI	structure
-4	Cc1ccc(-n2c(=S)[nH]c3c(cnn3C(=O)c3cccs3)c2=O)cc1Cl
-8	CC(=O)Nc1nc2c(ncn2COCCO)c(=O)[nH]1
-3	N#Cc1cccc(N=c2oc3ccc(Br)cc3cc2C(=O)Nc2ccccc2)c1
5	COc1ccc(-c2n[nH]c(=S)n2Cc2ccccc2)cc1OC
-5	CSc1nc(C)c(Cl)c(C)c1C#N
-11	CN(Cc1ccccc1)C(=O)c1cn(C)c2ccc(S(=O)(=O)N3CCCC3)cc2c1=O
-1	O=C(NCCCn1ccnc1)c1cc(C2CC2)on1
-1	O=C(NCC(c1cccnc1)N1CCOCC1)c1cccs1 (stereo not given)
-1	COc1ccc(CCn2c(SCC(=O)C(C)(C)C)nc3ccccc3c2=O)cc1OC
6	Cc1ccccc1C1C=C(c2ccc(F)cc2)Nc2ncnn21 (stereo not given)
-10&-4	CC(C)CCNC(=O)CCn1nc(-c2ccccc2)ccc1=O
-7	COc1cccc(-n2c(SCC(=O)Nc3cc(C)on3)nc3ccccc3c2=O)c1
-5	O=c1ccccn1Cc1ccccc1F
3	CCOc1cc(/C=N/n2cnnc2)cc(Br)c1O
3	O=C(Cn1c(=O)n(CC2CCCO2)c(=O)c2ccccc21)Nc1ccccc1[N+](=O)[O-] (stereo not given)
-11	CCc1cc2c(=O)c(-c3nc4ccccc4s3)c(C)oc2cc1OC(C)=O
-4	CCN(c1ccc2nonc2c1[N+](=O)[O-])c1cccc2ccccc12
-1	COC(=O)C(=O)CC(=O)c1ccco1
12	Cc1ccc(CNC(=O)CN2C(=O)c3ccccc3C2=O)cc1
6	O=C(Nc1cccnc1N1CCOCC1)c1ccco1

(listing goes on)
14-3-3 PPI	structure
-13	S=c1nc[nH]c2ccc3ncccc3c12
-4	COc1ccccc1OCCCCn1c(-c2ccc(Cl)cc2)nc2ccccc2c1=O
-3	O=C(COC(=O)C1CCN(S(=O)(=O)c2ccccc2)CC1)c1ccccc1
-1	CC1(C)CC(=O)c2cc(OCC(=O)NCc3cccnc3)ccc2O1
-5&-3	COC(=O)CNC(=O)c1nn(-c2cccc(OC)c2)c(=O)c2ccccc12
-6	Cn1nc(-c2ccc(Cl)cc2)c2cc(C(=O)NCCN3CCOCC3)sc21
3	CCOc1cccc2c1OC1(C)CC2NC(=O)N1c1cccc(C(=O)N2CCN(c3cc(C)ccc3C)CC2)c1 (stereo not given)
0	CCN(CC)S(=O)(=O)c1cc(-c2n[nH]c(=O)c3ccccc23)ccc1C
-12	COC(=O)C1=C(C)N=c2s/c(=C3\C(=O)Nc4ccccc43)c(=O)n2C1c1ccccc1 (stereo not given)
-11	Cc1occc1C(=O)NC1CCCc2ccccc21 (stereo not given)

3 of the entries above in order of their number in 14-3-3 PPI, falling.
14-3-3 PPI	structure
-4	COc1ccccc1OCCCCn1c(-c2ccc(Cl)cc2)nc2ccccc2c1=O
-6	Cn1nc(-c2ccc(Cl)cc2)c2cc(C(=O)NCCN3CCOCC3)sc21
-13	S=c1nc[nH]c2ccc3ncccc3c12

Sorted by molecular weight (descending): 4 of the compounds above.
14-3-3 PPI	structure
-4	COc1ccccc1OCCCCn1c(-c2ccc(Cl)cc2)nc2ccccc2c1=O
0	CCN(CC)S(=O)(=O)c1cc(-c2n[nH]c(=O)c3ccccc23)ccc1C
-5&-3	COC(=O)CNC(=O)c1nn(-c2cccc(OC)c2)c(=O)c2ccccc12
-13	S=c1nc[nH]c2ccc3ncccc3c12

An excerpt; count on the stated rates, not on these rows.
